# Rad51 HR inh: Rad51 (human) homologous recombination inhibition. AID 1385. Q06609. hRad51 DNA strand exchange, fluorescence dequenching. inhibition, % at 10 µM. 0.085% of 200,000 active;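 active means inhibition above 40% at the single screening dose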;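 further: 0% = DMSO control wells and 100% = blanks with heterologous ssDNA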
#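 Assay system: Human Rad51 nucleoprotein filaments preassembled on unlabelled ssDNA | Reagent: Donor/quencher-labelled 47-bp dsDNA substrate | Doses: One concentration, 10 µM final | Times: 37 °C 15-min filament assembly, 30-min compound preincubation, 15-min exchange | Technique: Fluorescein emission 520 nm, excitation 485 nm | Benchmarks: Plate control and blank wells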
# Hck-Nef inh: human Hck-Nef kinase inhibition | inhibition, % at 20 µM | P08631 | Recombinant Hck-YEEI plus Nef, Z-Lyte FRET kinase assay | 0.68% of 220,000 active | AID 463187;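 active means Hck-Nef kinase inhibition above about 50%, limit read from the data; inactive means inhibition below that limit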;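 further: 0% = DMSO with Hck plus Nef and 100% = Hck alone without Nef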
# TNF death inh: TNF-alpha cell death inhibition in Jurkat FADD-/- cells; Jurkat FADD-/- TNF necroptosis rescue, ATP luminescence, 24 h; 0 = TNF only, 100 = no-TNF cells; activation (protection from cell death), % at 10 µM; 0.068% of 220,000 active; AID 463075;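 active means activation, meaning protection from cell death, of at least 50% relative to plate controls; inactive means activation below 50%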;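 further: necroptosis triggered by 40 ng/mL TNF-alpha added together with compound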
# hK5 inh: blocks human kallikrein 5 protease activity; Q9Y337; recombinant hK5, fluorogenic AMC substrate cleavage; inhibition, % at 5 µM; 0.59% of 210,000 active;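 active means inhibition of 40% or more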;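 further: 0% = enzyme controls without compound and 100% = no-enzyme blanks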
# Target sequence (Q9Y337 67-293 limits assumed): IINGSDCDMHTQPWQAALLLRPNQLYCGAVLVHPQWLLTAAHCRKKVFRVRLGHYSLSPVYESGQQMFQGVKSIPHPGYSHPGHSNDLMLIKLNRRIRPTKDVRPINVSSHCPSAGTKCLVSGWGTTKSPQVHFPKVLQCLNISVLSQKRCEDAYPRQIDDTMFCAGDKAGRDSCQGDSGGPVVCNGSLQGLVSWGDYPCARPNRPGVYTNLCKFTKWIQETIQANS
# FXIa inh 1536: factor XIa (human) inhibition; purified FXIa, Boc-Glu-Ala-Arg-AMC fluorogenic substrate; inhibition, % at 5 µM; 0.14% of 220,000 active; AID 798;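 active means inhibition of at least 40%; inactive means inhibition below 40%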;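 further: fluorescence of freed AMC excited at 355 nm; 0% = enzyme without compound and 100% = no enzyme blank; many of its hits are not listed in these tables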
# Target sequence (P03951 19-387 limits assumed): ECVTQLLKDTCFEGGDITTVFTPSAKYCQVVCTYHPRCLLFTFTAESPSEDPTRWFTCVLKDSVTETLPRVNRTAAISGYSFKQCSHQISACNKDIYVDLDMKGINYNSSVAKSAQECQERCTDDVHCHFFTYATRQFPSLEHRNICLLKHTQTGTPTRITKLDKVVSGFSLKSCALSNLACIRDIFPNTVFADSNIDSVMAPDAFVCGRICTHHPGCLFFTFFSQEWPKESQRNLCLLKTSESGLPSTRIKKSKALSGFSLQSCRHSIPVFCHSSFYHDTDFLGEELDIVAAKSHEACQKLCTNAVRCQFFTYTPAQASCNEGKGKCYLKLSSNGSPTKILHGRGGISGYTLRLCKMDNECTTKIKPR
# Target sequence (P03951 388-625 limits assumed): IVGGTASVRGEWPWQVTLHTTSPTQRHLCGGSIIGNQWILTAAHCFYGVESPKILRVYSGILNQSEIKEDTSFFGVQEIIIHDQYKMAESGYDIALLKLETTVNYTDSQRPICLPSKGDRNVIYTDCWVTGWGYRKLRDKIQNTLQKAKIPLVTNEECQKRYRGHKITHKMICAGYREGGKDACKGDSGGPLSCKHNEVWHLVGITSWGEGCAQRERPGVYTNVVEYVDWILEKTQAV
# Thrombin inh: blocks human thrombin protease activity. P00734. alpha-thrombin, Boc-VPR-AMC fluorogenic substrate cleavage. inhibition, % at 5 µM. 0.26% of 220,000 active;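 active means inhibition at or above 40%; inactive means inhibition below 40%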;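 further: 0% = enzyme with no compound and 100% = wells without enzyme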
#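 System – human alpha-thrombin protein · Reagent – Boc-VPR-AMC substrate, 15 µM final · Compound – 5 µM single dose in 0.2% DMSO · Schedule – reaction at room temperature · Technique – AMC fluorescence at 355 nm excitation and 460 nm emission · Read-out basis – % inhibition relative to enzyme controls and enzyme-free blanks · Control set – no-compound enzyme wells and no-enzyme blanks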
# KCC2 mod: KCC2 (human) Cl- transport modulation | Q9H2X9 | KCC2 cells, thallium flux FluoZin-2 fluorescence | B-score of Tl+ flux slope (higher = more flux/activation; lower = inhibition) at 10 µM | 2.2% of 190,000 active | AID 1456;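 active means thallium flux slope and its plate-corrected score both differing from the plate sample mean at a set confidence after two filtering rounds, in either direction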;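 further: slope of fluorescence scaled to starting intensity during 10 to 20 s after thallium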
# zVAD death inh: blocks zVAD induced death of L929 cells. L929 zVAD necroptosis rescue, ATP luminescence, 24 h; with zVAD 60 µM. viability rescue, % at 10 µM. 0.38% of 220,000 active. AID 1377;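 active means activation, scaled between plate controls, above about 75%, limit read from the data; inactive means activation under that limit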;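 further: 0% = zVAD with DMSO and 100% = DMSO alone without zVAD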
# FXIIa inh: factor XIIa (human) inhibition; P00748; purified FXIIa, Boc-QGR-AMC fluorogenic substrate, 2 h; inhibition, % at 5 µM; 0.3% of 220,000 active; AID 800; in the data active means inhibition above about 40%;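 further: 0% = enzyme with no compound and 100% = blank without enzyme; many of its hits are not listed in these tables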
# Active calls of the source: *; . = not tested or not shown. These rows are one share of the data. The share of hits here may be higher or lower than overall.
# Preview, 3 compounds:
SMILES,Rad51 HR inh,Hck-Nef inh,TNF death inh,hK5 inh,FXIa inh 1536,Thrombin inh,KCC2 mod,zVAD death inh,FXIIa inh
COc1ccc(NC(=O)c2c3c(nc4ccccc24)CCC3)cc1,3,-1,-2.1,2,1,1,-0.087,0.1,4
CCN(CC)C(=O)c1[nH]cnc1C(=O)N[C@@H](CCCCNC(=O)OC(C)(C)C)C(=O)OC(C)(C)C,-1,8,-0.9,3,1,-1,0.44,0.0,11
NC(=O)CCS(=O)(=O)c1ccccc1,10,1,0.1,-2,-1,-6,-0.26,0.0,12

# Results, previewed entries included:
SMILES,Rad51 HR inh,Hck-Nef inh,TNF death inh,hK5 inh,FXIa inh 1536,Thrombin inh,KCC2 mod,zVAD death inh,FXIIa inh
COc1ccc(NC(=O)c2c3c(nc4ccccc24)CCC3)cc1,3,-1,-2.1,2,1,1,-0.087,0.1,4
CCN(CC)C(=O)c1[nH]cnc1C(=O)N[C@@H](CCCCNC(=O)OC(C)(C)C)C(=O)OC(C)(C)C,-1,8,-0.9,3,1,-1,0.44,0.0,11
NC(=O)CCS(=O)(=O)c1ccccc1,10,1,0.1,-2,-1,-6,-0.26,0.0,12
COc1ccc(C(C2C(=O)CC(C)(C)CC2=O)C2C(=O)CC(C)(C)CC2=O)cc1,15,24,3.2,5,3,1,-0.00079,-0.5,8
Cc1oc(C(C)(C)C)cc1C(=O)Nc1ccc2c(c1)OCO2,-5,5,-2.3,1,-3,1,-0.68,0.0,8
CCOCCCNC(=O)C1CCN(S(=O)(=O)N2CC(C)CC(C)C2)CC1 (stereo not drawn),-1,-2,0.0,-1,-3,-5,.,1.0,8
N#Cc1c2n(c3c(=O)[nH]cnc13)CCCC2,1,-1,-2.2,-10,1,-1,-0.87,-0.4,3
O=C(c1cc(-c2ccc3c(c2)OCO3)on1)N1CCOCC1,4,1,0.5,-7,0,-10,-0.04,0.3,-5
COc1ccc(O)c(CN2CCN(CCc3ccccc3)C(CCO)C2)c1 (stereo not drawn),.,21,1.9,4,1,-5,0.19,0.6,10
Cn1c(=O)oc2cc(S(=O)(=O)NCc3ccccn3)ccc21,1,4,1.0,11,15,9,-0.038,1.0,11
O=C1C2C3CC(C(Br)C3Br)C2C(=O)N1c1ccccn1 (stereo not drawn),9,-1,-1.6,-4,1,0,0.8,-0.3,5
COc1ccc(NC(=O)c2ccc(S(=O)(=O)N3CCOCC3)cc2)c(OC)c1,-5,0,0.2,-14,0,1,.,1.3,4
O=C(O)C1CCCCC1C(=O)Nc1cccc(Cl)c1Cl (stereo not drawn),8,0,-3.1,-4,-4,0,.,-0.2,6
O=C(NC1=NCCS1)c1cccc(S(=O)(=O)N2CCc3ccccc32)c1,19,25,1.9,0,-1,-8,-0.14,1.5,6
COc1cccc(CNC(=O)CCC2CCCN(Cc3ccc(OC(F)F)cc3)C2)c1 (stereo not drawn),-1,53*,-0.6,3,3,1,0.047,0.4,13
O=c1[nH]c2cnccc2n1-c1ccccc1,16,-1,-0.5,-1,-2,-3,.,1.2,14
O=S(=O)(Cc1noc(-c2ccc(Cl)cc2)n1)Cc1ccco1,-27,-4,2.9,-1,4,-2,.,0.3,5
O=C(c1cccs1)N(c1ccc(F)cc1)C1C=CS(=O)(=O)C1 (stereo not drawn),-1,19,2.8,2,-6,-7,0.51,0.2,2
Cc1cc(NC(=O)CCCC(=O)NCc2cccs2)no1,4,2,1.6,-23,-11,-1,.,1.4,3
O=C1CCCc2c1cc(C(=O)NCc1ccco1)c(=O)n2-c1ccc(Cl)cc1,-1,1,-2.1,-8,-1,7,-0.94,-0.4,29
CCc1ccc(C2NC(=S)NC3=C2C(=O)N(c2ccccc2OC)C(c2ccc(CC)cc2)N3)cc1 (stereo not drawn),-4,3,-2.7,-6,8,0,-0.21,-0.5,13
Cc1ccc(C2CC(c3ccc(NS(C)(=O)=O)cc3)=NN2C(=O)c2ccco2)cc1 (stereo not drawn),-2,3,2.4,-13,6,-5,-2.1,-0.2,5
COc1cc(Nc2cc(C)nc3nc(C)nn23)cc(OC)c1OC,-3,3,0.6,-2,-2,-8,-0.1,0.2,6
Clc1ccc(Cc2nn3c(Cn4nnc5ccccc54)nnc3s2)cc1,8,3,-4.1,-4,1,-3,-2.3,-0.4,3
CCNc1nc(ON=C(C)C)nc(N(C)C)n1,16,2,1.4,-15,-402,-2,-0.16,0.1,11
# The results go on.
SMILES,Rad51 HR inh,Hck-Nef inh,TNF death inh,hK5 inh,FXIa inh 1536,Thrombin inh,KCC2 mod,zVAD death inh,FXIIa inh
Cc1nn(C)cc1CN(C)C(=O)CCc1nnc(CCC2CCCCC2)o1,10,16,1.6,-4,-4,-11,8.2e-05,3.3,4
Cc1ccc(-c2csc(N3N=C(c4ccccc4)/C(=C\c4ccc(N(C)C)cc4)C3=O)n2)cc1,.,1,-1.9,1,3,-3,-0.14,-0.4,-4
O=C(CN1CCN(S(=O)(=O)c2ccccc2)CC1)Nc1cccc(C(F)(F)F)c1,2,2,2.6,10,-7,3,-0.81,2.1,21
CCOC(=O)c1c(-c2cccs2)csc1NC(=O)CNCCN1CCOCC1,0,6,0.2,-43,19,-10,-0.11,-0.4,23
COc1cccc(OCCSc2nnc3sc4ccccc4n23)c1,2,3,-2.0,13,-7,-6,-0.95,-0.2,-1
O=C(NCC(=O)N1CCN(S(=O)(=O)/C=C/c2ccccc2)CC1)c1ccccc1F,-2,5,0.2,39,26,.,-0.74,-0.1,57*
COc1cc(Nc2nc3ccccc3n3nnnc23)cc(OC)c1OC,-14,-1,-9.2,-27,3,-1,0.043,0.8,14
Cc1c(NC(=O)N2CCCCCC2)c(=O)n(-c2ccccc2)n1C,-1,9,0.8,-12,5,-7,.,0.3,22
CCOc1ccc(C(=O)C2CCN(C(=O)c3ccccc3C(=O)O)CC2)cc1,4,1,-1.4,-10,5,-4,.,0.5,13
Cc1cccc(CSc2nnc(CCNC(=O)OC(C)(C)C)o2)c1,.,5,-1.1,-2,1,-3,-0.6,1.2,6
CCn1c(SCC(=O)c2cc(OC)ccc2OC)nnc1-c1ccncc1,11,0,-1.5,.,.,.,.,-0.1,.
CC(=O)Nc1ccc(S(=O)(=O)Nc2cccc(-c3ccc4nncn4n3)c2)cc1,3,13,0.3,-5,-4,-8,0.16,5.2,10
CCN=C1S/C(=C\c2ccc(OC)c(OCC)c2)C(=O)N1CC,2,2,1.4,-13,19,-8,1.5,0.1,15
COc1cc(CN2CCC(C(=O)N3CCCC(C)C3)CC2)cc(OC)c1O (stereo not drawn),-4,1,-0.1,-8,7,-1,-3.4,-0.4,11
O=C(N/C(=C\c1ccc(Br)cc1)C(=O)N1CCCC1)c1cccs1,16,16,0.7,-1,1,2,-1.3,2.4,6
Cc1ccccc1OCC(=O)OC(C)CN1CCN(C)CC1 (stereo not drawn),1,0,-2.0,-25,1,-9,-0.043,-0.1,7
O=C(CSc1nnc(-c2ccc(O)cc2)n1Cc1ccco1)c1cccs1,0,-2,-1.1,8,-3,-2,.,1.9,6
O=C(/C=C/c1ccc(Cl)c([N+](=O)[O-])c1)Nc1ccc(NC(=O)c2ccco2)cc1,-6,2,2.4,-7,-1,-3,-1.9,1.8,7
COc1cccc(NC(=O)N(Cc2ccco2)C(C)c2cccs2)c1 (stereo not drawn),2,3,0.3,0,3,-2,-1.5,0.0,25
Cc1cccc(C(=O)NC(=S)Nc2ccccc2C(F)(F)F)c1,.,0,2.1,-6,6,4,19*,0.9,15
CCOc1ccccc1NC(=S)NNS(=O)(=O)c1c(C)cc(C)cc1C,2,4,0.4,-20,4,-2,-0.36,0.7,9
COc1ccc(CC/C(=N\O)C2(O)CCCCC2)cc1,-2,7,0.6,-4,0,0,0.28,0.2,3
C=CCSc1nnc(NC(=O)c2ccc(NC(C)=O)cc2)s1,5,1,0.6,4,5,0,.,1.0,9
Cc1nc2ncnn2c(C)c1CCC(=O)N1CCCCC1,-2,0,0.8,1,2,-14,.,0.3,-8
CCOC(=O)c1cccc(N2C(=O)Nc3ccccc3N2O)c1,10,2,0.1,-12,23,-1,-0.022,0.6,10
# Continued:
SMILES,Rad51 HR inh,Hck-Nef inh,TNF death inh,hK5 inh,FXIa inh 1536,Thrombin inh,KCC2 mod,zVAD death inh,FXIIa inh
O=C(N/N=C/c1cccnc1)c1ccc(S(=O)(=O)N2CCCCCC2)cc1,.,15,-0.3,-1,0,-9,1.6,-0.9,10
CC(=O)N(C(C)=O)c1c(C#N)c(C)n(-c2ccccc2)c1C(=O)c1ccccc1,9,0,-3.1,-23,9,4,-1.9,-0.2,19
Cn1c(N)c(N2CCCCC2)c(=O)n(CC(=O)Nc2ccc(Cl)c(Cl)c2)c1=O,0,2,1.6,-1,18,4,.,0.6,28
CSc1ccccc1NC(=O)c1cnc2n(c1=O)CCS2,-2,23,-1.1,-12,0,-4,-0.17,0.0,16
CCOc1nc(NCCc2ccc(OC)c(OC)c2)nc(N2CCN(c3ccc(OC)cc3)CC2)n1,-7,0,-0.9,-6,-2,1,0.057,1.1,11
N#Cc1cc2cc3c(cc2nc1N1CCCCC1)OCCO3,5,-14,-3.8,-25,-12,-5,0.084,-0.5,-6
COc1ccc(/C=N/NC(=O)CCc2c(C)n[nH]c2C)cc1OC,-2,0,2.2,-19,1,4,-3.3,0.7,0

# Quoted from above, six compounds:
SMILES,Rad51 HR inh,Hck-Nef inh,TNF death inh,hK5 inh,FXIa inh 1536,Thrombin inh,KCC2 mod,zVAD death inh,FXIIa inh
CC(=O)N(C(C)=O)c1c(C#N)c(C)n(-c2ccccc2)c1C(=O)c1ccccc1,9,0,-3.1,-23,9,4,-1.9,-0.2,19
Cn1c(N)c(N2CCCCC2)c(=O)n(CC(=O)Nc2ccc(Cl)c(Cl)c2)c1=O,0,2,1.6,-1,18,4,.,0.6,28
CSc1ccccc1NC(=O)c1cnc2n(c1=O)CCS2,-2,23,-1.1,-12,0,-4,-0.17,0.0,16
CCOc1nc(NCCc2ccc(OC)c(OC)c2)nc(N2CCN(c3ccc(OC)cc3)CC2)n1,-7,0,-0.9,-6,-2,1,0.057,1.1,11
N#Cc1cc2cc3c(cc2nc1N1CCCCC1)OCCO3,5,-14,-3.8,-25,-12,-5,0.084,-0.5,-6
COc1ccc(/C=N/NC(=O)CCc2c(C)n[nH]c2C)cc1OC,-2,0,2.2,-19,1,4,-3.3,0.7,0
